Screening results as filed in PubChem.
PI5P4Ka inh: inhibitors of human PI5P4K alpha; PI5P4Kalpha enzyme, ADP-Glo luminescence, 60 min; stronger effect = lower value; max response, %; P48426; 330,000 compounds, 1.2% hits; active means max response of -50% or lower; inconclusive means between -30% and -50%; inactive means -30% or higher; further: value at the top dose of about 77 µM; on the % scale 0 is the no-effect control and ±100 the full control effect
Target sequence (P48426 whole entry, looked up): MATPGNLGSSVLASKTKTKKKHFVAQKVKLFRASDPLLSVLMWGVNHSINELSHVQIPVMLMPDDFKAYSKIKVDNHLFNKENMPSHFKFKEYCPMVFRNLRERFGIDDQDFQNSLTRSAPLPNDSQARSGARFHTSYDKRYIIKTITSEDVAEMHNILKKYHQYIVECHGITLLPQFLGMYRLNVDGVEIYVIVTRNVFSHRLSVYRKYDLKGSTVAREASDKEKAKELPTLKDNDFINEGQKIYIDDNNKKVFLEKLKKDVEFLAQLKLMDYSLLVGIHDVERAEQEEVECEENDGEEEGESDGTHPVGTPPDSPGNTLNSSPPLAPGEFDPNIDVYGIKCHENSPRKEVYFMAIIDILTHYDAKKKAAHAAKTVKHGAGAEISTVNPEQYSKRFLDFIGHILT
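Luminescence from ADP-Glo served as readout of PI5P4Kalpha activity in a qHTS format. Reaction: enzyme, substrate, compound, ATP at 5 microM final, 60 min at RT.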
PLK1 PBD block: inhibitors of human PLK1 polo-box domain binding; Plk1 PBD binding of FITC phosphopeptide, fluorescence polarization; Potency, µM, for the others: max response, negative = inhibition, actives largely listed as inhibitors; 360,000 compounds, 2.8% hits; further: potency means the concentration at half of the fitted maximal effect; series mostly up to about 57 µM; on the % scale 0 is the no-effect control and ±100 the full control effect; nearly all actives have a fitted effect of over 65% in size
EPAC1 antag: blocks human EPAC1 exchange factor; O95398; EPAC1 GEF assay, Rap1b-BODIPY-GDP exchange fluorescence; Potency, µM (titrated, usually from 115 µM), inactives show at the highest dose activity change, negative = inhibition, most hits filed as inhibitors; 360,000 compounds, 0.14% hits; AID 720709;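 further: potency means the concentration at half of the fitted maximal effect; plate controls were vehicle for no effect and positive control for full effect; nearly all actives have a fitted effect of over 50% in size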
IL2 activator: IL-2 activation | IL-2 activation reporter assay, cell-based qHTS; stimulated with anti-CD3/CD4/CD28 beads; in transgenic mouse T cells | activation, % (series mostly up to about 46 µM) | 360,000 compounds, 0.065% hits; in the data active means activation above about 50%; inconclusive means mostly about 30% to 49%; further: 0% is about no effect
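Readout: EGFP and DsRed signals by fluorescent plate cytometry. Unstimulated transgenic mouse T cells received compound 60 min before antibody-bead stimulation, then incubated 18 h at 37 degrees C.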
GLP-1R inv ag: GLP-1 receptor (human) inverse agonism; P43220; HEK293 GLP-1R CRE-luciferase, luminescence, 24 h; GLP-1R form is constitutively active; Potency, µM (top dose mostly 38.3 µM), inactives show at the highest dose activity change, negative = inhibition, usual class: inhibitors; AID 624417; 410,000 compounds, 1.6% hits; further: potency means the concentration at half of the fitted maximal effect; on the % scale 0 is the no-effect control and ±100 the full control effect; nearly all actives have a fitted effect of over 55% in size
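HEK293 cells stably co-expressing constitutively active GLP-1R and a cAMP-responsive luciferase reporter were seeded in DMEM with 10% Nu serum, given compounds after 12 h, and incubated 24 h at 37 deg C. Luminescence was then read.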
EPAC1 ag: EPAC1 (human) agonism | O95398 | EPAC1 agonist qHTS, biochemical assay; response scale: 100% = response to 6.5 mM cAMP | Potency, µM (doses to about 154 µM), for the others: top-dose activation, hits mostly activators | 360,000 compounds, 0.073% hits | AID 720707; further: potency means the concentration at half of the fitted maximal effect; nearly all actives have a fitted effect of over 60% in size
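Nucleotide exchange by EPAC1 (100 nM) on Rap1B–BODIPY-GDP (250 nM) in the presence of 50 uM GDP is tracked fluorescently at 480/540 nm over 30 min. Signals are normalized to a 6.5 mM cAMP control.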
GLP-1R agonist: activates the human GLP-1 receptor | P43220 | HEK293 GLP-1R CRE-luciferase, luminescence, 4-6 h; cells express a hypersensitive GLP-1R form | Potency, µM (highest dose often 45.6 µM), for the others: top-dose activation, usual class: activators | 380,000 compounds, 0.007% hits | AID 624172; further: potency means the concentration at half of the fitted maximal effect; % of control where 0% means no effect
PTHR1 ag: PTHR1 (human) receptor agonism; HEK293 GP2 PTHR1 cells, GloSensor cAMP luminescence, 1 h; Potency, µM (highest dose often 115 µM), for inactives: at the highest dose activation, most hits filed as activators; 410,000 compounds, 0.075% hits; further: potency means the concentration at half of the fitted maximal effect; nearly all actives have a fitted effect of over 55% in size; some results filed as inactive show a strong effect at the top dose; inactives centre near -15; many of its hits are not listed in these tables
Target sequence (Q03431 whole entry, looked up): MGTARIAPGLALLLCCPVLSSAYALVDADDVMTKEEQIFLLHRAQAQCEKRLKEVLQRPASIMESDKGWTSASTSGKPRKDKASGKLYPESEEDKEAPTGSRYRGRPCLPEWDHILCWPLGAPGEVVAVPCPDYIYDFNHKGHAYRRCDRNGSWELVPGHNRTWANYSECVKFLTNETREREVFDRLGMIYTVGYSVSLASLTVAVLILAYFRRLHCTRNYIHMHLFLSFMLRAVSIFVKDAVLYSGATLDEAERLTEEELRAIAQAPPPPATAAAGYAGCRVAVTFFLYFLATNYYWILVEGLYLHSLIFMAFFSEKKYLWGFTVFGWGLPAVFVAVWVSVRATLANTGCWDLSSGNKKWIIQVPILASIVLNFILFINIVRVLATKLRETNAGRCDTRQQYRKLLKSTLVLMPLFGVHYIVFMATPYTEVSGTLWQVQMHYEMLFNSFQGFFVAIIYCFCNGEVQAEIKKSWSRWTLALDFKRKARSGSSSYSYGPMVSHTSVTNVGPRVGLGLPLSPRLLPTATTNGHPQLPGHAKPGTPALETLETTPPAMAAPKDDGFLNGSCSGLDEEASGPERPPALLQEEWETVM
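HEK-293-derived GP2 cells expressing PTHR1 and a GloSensor cAMP reporter, 3,000/well, plated overnight, given luciferin plus IBMX (each 0.5 mM as added) for 1 h at 37 °C, then compound for 1 h at 37 °C. Luminescence was read after 15 min at room temperature.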
GLP1R cytotox: cytotoxicity in counter-screen for GLP-1R inverse agonists; Potency, µM (titrated, usually from 38.3 µM), without a hit: at the top dose activity change, negative = inhibition, hits mostly inhibitors; 410,000 compounds, 0.13% hits; HEK293 cAMP-luciferase reporter cells, luminescence, 24 h;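 further: loss of luciferase light is scored as toxicity; potency means the concentration at half of the fitted maximal effect; on the % scale 0 is the no-effect control and ±100 the full control effect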
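Here, cytotoxicity is scored as loss of luminescence. The MLSMR collection was tested on cells seeded in medium containing 10% Nu serum, with a 24 hr compound exposure preceded by 12 hours of culture.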
An asterisk follows results filed as active; i = inactive; ? = inconclusive; nt = no result given; & = joins results of further samples; [ ] = dose if it differs, or a comment. Unless noted, the call rests on the fitted dose curve; in most records, active means well fitted curve in the direction sought with a large enough effect; inconclusive means small, poorly fitted or top-dose-only effect, or another doubt; inactive means no such curve, though single readings can be large; an effect the other way counts as inactive or inconclusive. This is a subset. The share of hits here may be higher or lower than overall.

SMILES | PI5P4Ka inh | PLK1 PBD block | EPAC1 antag | IL2 activator | GLP-1R inv ag | EPAC1 ag | GLP-1R agonist | PTHR1 ag | GLP1R cytotox
O=C(NCCCc1ccccc1)c1cccs1 | nt | -2% | 1% | 2.0 | 6% | 4% | -4% | -8% | -7%
COc1ccc(C2=CSC3=C(C(=O)c4cccc(S(=O)(=O)N(C)C)c4)CCN23)cc1 | -22 | -12% | 1% | -2.6 | 1% | -7% | -1% | -24%[57.5 µM] | 7%
Cc1nnc(-c2cnn(C)c2N)n1CCCN(C)C | 3 | -12% | -3% | -2.7 | 10% | -2% | 0% | i | 0%
N#CC1(Cc2ccccc2)c2ccccc2C=CN1C(=O)c1ccccc1 (stereo not drawn) | 19 | 1% | -11% | -0.3 | 8.9µM* | 18% | -6% | -10%[57.5 µM] | 8%
O=C(CC(=O)N/N=C/c1ccc(Cl)cc1Cl)NCc1ccccc1 | 4 | -3% | 1% | 0.3 | 0% | -4% | 13% | 3%[57.5 µM] | 1%
COc1ccc(S(=O)(=O)N2CCOCC2)cc1NC(=O)CCc1cc(OC)c(OC)c(OC)c1 | -8 | -11% | 9% | 0.4 | 3% | 4% | -4% | 21% | 7%
COc1ccc(NC(=S)N2CCC(c3nc4ccccc4o3)CC2)c(OC)c1 | 8 | 0% | -10% | 3.7 | -16% | 7% | -2% | -10% | -18%
C/C(=N\NC(=O)c1ccc2c(c1)OCO2)c1cccnc1 | -1 | -3% | 10% | -0.4 | -24% | 6% | 2% | -4% | -1%
Cc1cccc(C)c1OCc1cc(C(=O)NCc2cn(C)nc2C)no1 | 1 | -3% | 3% | 0.2 | 15% | -2% | 12% | -71%[inhibitor] | -24%
CCNS(=O)(=O)c1ccc(CCC(=O)Nc2ccc3c(c2)OCCO3)cc1 | 0 | -4% | 6% | 1.6 | 9% | 5% | 0% | -4% | 1%
CCCN(CC(=O)Nc1ccc(F)c(F)c1F)C(=O)C1CC(=O)N(Cc2ccccc2)C1 (stereo not drawn) | -17 | -7% | 12% | 2.3 | 2% | -6% | 1% | -23% | 0%
CCc1nnc(NC(=O)[C@@H](NC(=O)c2cc(OC)cc(OC)c2)C(C)C)s1 | 1 | -25% | -23% | -0.6 | 0% | 6% | 8% | -7% | 17%
COC(=O)c1ccccc1NC(=S)N(Cc1ccc2c(c1)OCO2)Cc1cc2cccc(C)c2[nH]c1=O | 1 | 9% | 12% | -0.9 | 25% | 0% | 7% | i | 3%
Cc1csc(C(C#N)C(=O)c2cc3ccccc3o2)n1 (stereo not drawn) | nt | -6% | -4% | 0.1 | 0% | -2% | -7% | -22%[57.5 µM] | -23%
CCN1C[C@@H]2[C@@H]3C(=O)N(Cc4ccccc4)C(=O)[C@@H]3[C@](CC)(C1=O)N2C(=O)c1ccc(Br)cc1 | -4 | -10% | 0% | 1.5 | 13% | 12% | -1% | -7% | -3%
CN(C(=O)C1CCCN(c2ncnc3c2nc2n3CCCCC2)C1)c1cccc(Cl)c1 (stereo not drawn) | 5 | 2% | -15% | -3.6 | ? | -9% | 24% | -85%[inhibitor] | -10%
CC(C)CCN(C(=O)Cc1ccccc1F)c1c(N)n(Cc2ccccc2)c(=O)[nH]c1=O | -2 | 1% | -4% | 0.6 | 14% | -2% | 18% | -9% | -12%
NC(=O)CC(NC(=O)Cc1ccc(Br)cc1)c1ccc(N2CCC(Cc3ccccc3)CC2)c([N+](=O)[O-])c1 (stereo not drawn) | -2 | -12% | -26% | -0.8 | -8% | -18% | 4% | -2% | -10%
COc1cccc(C(=O)NNC(=O)Cc2cccs2)c1 | -3 | -6% | -7% | -2.2 | 9% | 2% | 1% | i | 9%
CC(C)(C)NS(=O)(=O)c1ccc(OCC(=O)NCCC2=CCCCC2)cc1 | -2 | -3% | 10% | -1.8 | 0% | 5% | 0% | -20% | -21%
Cc1ccc2cc(CCNC(=O)c3ccco3)c(=O)[nH]c2c1C | -3 | 0% | -1% | -2.2 | -19% | -9% | 6% | -35%[inhibitor] | -17%
CC(C)CN(C(=O)COC(=O)c1ccc(Br)cc1)c1c(N)n(Cc2ccccc2)c(=O)[nH]c1=O | 1 | 2% | 0% | 0.3 | -6% | -18% | -6% | i | 1%
O=C(Nc1ccc2c(c1)OCO2)c1cc(C2CCCCN2C(=O)c2ccc3ccccc3c2)on1 (stereo not drawn) | 6 | -10% | -22% | 0.2 | ? | -2% | -5% | -5% | -10%
Clc1ccccc1CSc1nc2ccncc2[nH]1 | -2 | ? | 1% | -1.0 | -2% | -4% | 5% | -43%[inhibitor] | -3%
Cc1cc([N+](=O)[O-])ccc1NC(=O)/C=C/c1cccs1 | -2 | -1% | 7% | -0.4 | 17% | -1% | -10% | -12% | -7%
CCCCN1C(=O)c2ccc(C(=O)Nc3ccc(S(=O)(=O)N(C)C)cc3)cc2C1=O | 4 | -2% | -10% | -1.4 | 4% | 0% | -2% | -31%[inhibitor] | -11%
CCCCC(=O)Nc1cccc(NC(=S)NC(C)=O)c1 | -11 | -26% | -9% | -0.3 | -1% | 12% | -5% | -7% | -1%
COc1ccc(Cn2c(-c3ccc(Br)cc3)c[n+]3ccccc23)cc1 | -1 | -18% | 0% | -0.2 | -18% | -6% | -3% | -74%[inhibitor] | -14%
O=C(Nc1nnc(Cc2ccccc2)s1)c1cnccn1 | 2 | 2% | 25% | -0.5 | 16% | -11% | -4% | -14% | 3%
CC(=O)c1ccc(OCC(O)CN2CCN(Cc3ccc4c(c3)OCO4)CC2)cc1 (stereo not drawn) | 1&-6 | 27µM* | -8%&-14% | 0.6&0.1 | -13%&-17% | -1%&-15% | -2%&-7% | -16%&-19% | 1%&8%

A different layout for 2 compounds above:
N#CC1(Cc2ccccc2)c2ccccc2C=CN1C(=O)c1ccccc1 (stereo not drawn)
  PI5P4Ka inh: 19; PLK1 PBD block: 1%; EPAC1 antag: -11%; IL2 activator: -0.3; GLP-1R inv ag: 8.9µM*; EPAC1 ag: 18%; GLP-1R agonist: -6%; PTHR1 ag: -10%[57.5 µM]; GLP1R cytotox: 8%
COc1ccc(NC(=S)N2CCC(c3nc4ccccc4o3)CC2)c(OC)c1
  PI5P4Ka inh: 8; PLK1 PBD block: 0%; EPAC1 antag: -10%; IL2 activator: 3.7; GLP-1R inv ag: -16%; EPAC1 ag: 7%; GLP-1R agonist: -2%; PTHR1 ag: -10%; GLP1R cytotox: -18%

The listing continues:
SMILES | PI5P4Ka inh | PLK1 PBD block | EPAC1 antag | IL2 activator | GLP-1R inv ag | EPAC1 ag | GLP-1R agonist | PTHR1 ag | GLP1R cytotox
CC(C)C[C@H]1CNC(=S)N1C[C@H]1CCCN1C[C@H](Cc1ccc(O)cc1)N1C[C@H](CC(C)C)N(CC2CCCCCC2)C1=S | 0 | 0% | -14% | -0.4 | ? | -14% | 5% | -17% | -15%
COc1ccc(-n2c(SCC(=O)N3CCOCC3)nc(O)cc2=O)cc1 | 5 | -1% | 3% | 0.3 | 17% | -1% | -20% | i | -4%
CCOC(=O)C(CC(=O)O)=C(c1ccccc1)c1ccccc1 | -2 | -5% | -34% | -2.3 | 4% | 6% | 0% | -18% | 0%
CC(=O)Nc1ccc(NC(=O)CSc2nnc(C3CC3)n2-c2ccccc2)cc1 | 2 | 8% | -18% | -0.2 | 5% | -10% | -3% | -11% | 7%
COC(=O)C(CSCc1ccccc1)NC(=O)CSc1nc(N)cc(=O)[nH]1 (stereo not drawn) | 1 | 5% | -1% | -0.7 | 13% | -2% | 2% | i | 9%
O=S(=O)(Nc1cccc(-c2cn3c(n2)SCC3)c1)c1cccs1 | -11 | -13% | -8% | -3.9 | 5% | -8% | -5% | -22% | 6%
CC(=O)Nc1cccc(OCC(=O)Nc2ccc(F)cc2)c1 | -7 | -5% | -14% | -0.3 | 18% | -3% | -4% | i | 1%
COc1cc(OC)cc(C(=O)NCc2n[nH]c(=S)n2-c2ccccc2OC)c1 | nt | -11% | 5% | 0.7 | 10% | 5% | -4% | i | 15%
CCSc1nnc2c(n1)OC1(CCCC1)Nc1ccccc1-2 | 1 | 0% | 0% | 2.2 | 8% | 1% | 12% | i | 0%
CC(=O)c1sc(NC(=O)c2ccc(C)c(C)c2)nc1C | 6 | -4% | 5% | 1.1 | 32%[activator] | 13% | 13% | -16% | -14%
CC(=O)NS(=O)(=O)c1ccc(NC(=O)CN2C(=O)C3C4C=CC(C4)C3C2=O)cc1 (stereo not drawn) | -5 | 0% | -4% | -0.4 | 3% | 3% | 0% | i | -18%
CC1CCCCN1C(=O)Nc1ccccc1Cl (stereo not drawn) | -2 | 1% | 4% | 0.7 | 9% | -4% | 3% | -19% | 1%
COC(=O)C1CCN(C(=O)COC(=O)c2ccc(N3CCCC3=O)cc2)CC1 | -1 | 6% | -4% | -0.2 | -15% | -4% | -7% | i | -10%
COC(=O)c1cc(S(=O)(=O)NCC(C)c2ccccc2)cn1C (stereo not drawn) | -3 | -15% | -16% | -1.8 | -6% | -2% | 8% | -2% | 0%
COc1ccc(CN2CCNC(=O)C2CC(=O)NCCc2nc(C)c3c(n2)CCC3)cc1C (stereo not drawn) | 0 | 0% | 16% | -2.7 | 18% | 4% | 6% | -6% | -3%
Cc1ccc(C(=O)OC(C)C(=O)NC2CCCCC2)cc1S(=O)(=O)N1CCCCC1 (stereo not drawn) | 4 | -15% | 5% | -0.6 | ? | -1% | 3% | -75%[inhibitor] | -9%
CCc1c(C)nc(N)n2c(SCC(=O)Nc3ccccc3OC)nnc12 | nt | -3% | -2% | -2.0 | -1% | 4% | -8% | i | -8%
CCOC(=O)C1CCCN(C(=O)CSc2ccc(NC(C)=O)cc2)C1 (stereo not drawn) | -2 | 21µM* | -1% | -0.4 | 9% | 1% | -1% | i | -1%
COc1ccc(S(=O)(=O)N(CC(=O)O)c2ccccc2)cc1 | nt | 3% | -11% | 1.8 | -3% | 5% | -1% | ? | ?
Cc1ccc([C@H]2C(C(=O)O)=C[C@@H](C(C)(C)C)N2S(=O)(=O)c2ccc(C)cc2)cc1 | 7 | -7% | -27% | -0.1 | -24% | -17% | -5% | -30%[inhibitor] | 3%
